Mcl1-Noxa inh – Mcl-1/Noxa binding inhibitors, primary screen, biochemical, TR-FRET, 1536-well. inhibition, % at 21.7 µM. TR-FRET Mcl-1/Noxa peptide binding, 2 h. actives 1.5% (n = 220,000). Induced myeloid leukemia cell differentiation protein Mcl-1 (Homo sapiens), Q07820. AID 1022, 2008;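 active = compounds that cut the protein-peptide binding signal by more than 50% relative to plate controls in a single-dose test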;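 note: His-tagged Mcl-1 with rhodamine Noxa BH3 peptide and terbium anti-His antibody; 0% = Mcl-1 plus Noxa peptide wells and 100% = peptide-only wells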
Target sequence (Q07820 whole entry, looked up): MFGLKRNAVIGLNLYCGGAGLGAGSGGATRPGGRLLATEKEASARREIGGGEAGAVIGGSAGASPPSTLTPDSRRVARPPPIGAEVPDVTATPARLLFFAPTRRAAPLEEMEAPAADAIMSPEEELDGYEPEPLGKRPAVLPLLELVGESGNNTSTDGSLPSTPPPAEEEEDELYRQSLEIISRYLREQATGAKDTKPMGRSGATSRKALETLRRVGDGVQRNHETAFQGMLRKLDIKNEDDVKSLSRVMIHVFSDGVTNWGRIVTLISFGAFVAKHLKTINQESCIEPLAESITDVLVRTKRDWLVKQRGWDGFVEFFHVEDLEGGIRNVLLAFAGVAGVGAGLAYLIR
HRas wt GTP bind – modulators of GTP binding to HRas wildtype, primary screen, biochemical, bead-based flow cytometry, multiplex | GST-Ras wt beads, Bodipy-FL-GTP binding; actives lie on both sides | GTP binding activity, % at 10 µM | actives 0.14% (n = 190,000) | AID 759, 2007;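 active = GTP binding activity at least 20% away from the 100% baseline, either lowered as inhibitor or raised as activator; inconclusive = flagged as likely green fluorescent, judged across all proteins in the well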;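 note: 0% = unlabeled GTP competition control and 100% = no-compound control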
Target sequence (P01112 whole entry, looked up): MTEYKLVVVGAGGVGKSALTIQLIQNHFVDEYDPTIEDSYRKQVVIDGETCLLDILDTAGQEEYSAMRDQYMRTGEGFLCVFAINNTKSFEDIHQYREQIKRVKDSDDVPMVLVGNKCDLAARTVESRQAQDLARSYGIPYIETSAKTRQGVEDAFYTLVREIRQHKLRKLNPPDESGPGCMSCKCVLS
Rab7 wt GTP bind – modulators of GTP binding to Rab7, primary screen, biochemical, wildtype, multiplex bead flow cytometry; AID 758, 2007; Rab7 GTPase wild type (dog), Bodipy-FL-GTP binding; GST-Rab7 beads, fluorescent GTP binding; actives lie on both sides; untreated = 100%, excess cold GTP = 0%; GTP binding activity (percent of control), % at 10 µM; actives 0.055% (n = 190,000);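 active = fluorescent GTP binding to Rab7 beads changed by at least 20 points from the 100% baseline, either direction, mostly lower; inconclusive = compound itself probably fluorescent, or too few beads counted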;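 note: median green fluorescence of bound Bodipy-FL-GTP per Rab7 bead population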
Bim-Mcl-1 – inhibitors of Bim peptide binding to Mcl-1, primary screen, biochemical, bead-based flow cytometry, multiplex. Induced myeloid leukemia cell differentiation protein Mcl-1 (Homo sapiens), Q07820. Bim peptide-Mcl-1 binding. inhibition, % at 10 µM. actives 0.1% (n = 190,000). AID 1009, 2008; in the data active = inhibition above about 40%;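 note: 0% = no compound tracer wells and 100% = peptide blocker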
Rac1 wt modul – wildtype Rac1 GTP binding modulators, primary screen, biochemical, GST-Rac1 beads, flow cytometry, multiplex; GTP binding activity (% of control), % at 10 µM; AID 757, 2007; fluorescent GTP binding; actives lie on both sides; 0 = cold GTP competed, 100 = untreated; Ras-related C3 botulinum toxin substrate 1 (Homo sapiens), P63000; actives 0.27% (n = 190,000);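 active = GTP binding activity at least 20 points away from the 100% control level, either lower or higher; inconclusive = compound flagged as likely green fluorescent, judged across all proteins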
Mcl1-Bid inh – Mcl-1/Bid binding inhibitors, primary screen, biochemical, TR-FRET, 1536-well; Induced myeloid leukemia cell differentiation protein Mcl-1 (Homo sapiens), Q07820; TR-FRET Mcl-1/Bid-Dy647 peptide binding; inhibition, % at 21.7 µM; actives 0.97% (n = 220,000); AID 1021, 2008;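 active = compounds that cut the binding signal by more than half at the single screening dose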;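 note: His-tagged Mcl-1 with europium anti-His antibody binding Bid BH3 peptide; 0% = Mcl-1 plus peptide wells and 100% = peptide-only wells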
Avidin fluor – green autofluorescence of compounds with avidin beads – biophysical, 488/530 nm, flow cytometry, artefact control, profiling panel | compound fluorescence 488/530 nm; active compounds read high | AID 1775, 2009 | fluorescence (KMESF) at 10 µM | actives 0.38% (n = 220,000); in the data active = fluorescence above about 47; note: inactives centre near 10
Cdc42 wt GTP – modulators of GTP binding to wildtype Cdc42, primary screen, biochemical, multiplex bead flow cytometry, Bodipy-GTP. GST-Cdc42 beads; actives lie on both sides. percent activity (GTP binding), % at 10 µM. actives 0.2% (n = 190,000). AID 761, 2007;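 active = percent activity GTP binding at least 20 points away from the 100% baseline, either down as inhibitor or up as activator; inconclusive = compound flagged as likely green fluorescent from well-wide comparison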;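 note: median bead fluorescence of bound Bodipy-FL-GTP at 100 nM; 0% = excess unlabeled GTP control and 100% = no compound control; below 100% means less GTP binding so inhibitor and above means activator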
Target sequence (P60953 whole entry, looked up): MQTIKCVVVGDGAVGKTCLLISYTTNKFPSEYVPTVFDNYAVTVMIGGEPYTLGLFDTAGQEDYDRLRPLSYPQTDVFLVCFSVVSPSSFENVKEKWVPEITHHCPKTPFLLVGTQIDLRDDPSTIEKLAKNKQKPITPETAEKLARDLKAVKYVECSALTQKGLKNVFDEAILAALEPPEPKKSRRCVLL
Rab2 wt GTP – modulators of GTP binding to Rab2A wildtype, primary screen, biochemical, dog, bead-based flow cytometry, multiplex; Ras-related protein Rab-2A (Canis lupus familiaris), P61105; actives 0.19% (n = 190,000); GST-Rab2 wt beads, Bodipy-GTP binding; AID 760, 2007; GTP binding activity, % at 10 µM;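 active = GTP binding activity at least 20 points away from 100%, either lowered or raised; inconclusive = signal likely due to the compound's own green fluorescence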;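 note: 0% = beads with excess unlabeled GTP and 100% = no-compound control corrected for plate trend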
Rac1 mut GTP – GTP binding modulators of activated mutant Rac1, primary screen, biochemical, bead-based flow cytometry, multiplex, fluorescent GTP; Ras-related C3 botulinum toxin substrate 1 (Homo sapiens), P63000; GST-Rac1 activated beads; actives lie on both sides; 100% means binding = to untreated wells; percent activity (GTP binding), % at 10 µM; actives 0.11% (n = 190,000); AID 764, 2007;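 active = GTP binding at least 20 percentage points away from the 100% baseline, in either direction, so actives lie on both sides; inconclusive = Compound likely fluorescent itself, or too few beads counted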
Pf gametocyte – late stage P. falciparum gametocyte viability inhibitors, primary screen, ATP luminescence, HTS. P. falciparum stage V gametocytes, 24 h. inhibition, % at 10.9 µM. actives 0.065% (n = 150,000). AID 743093, 2013;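 active = inhibition above the mean plus 3 SD of compounds within the control limits, set per campaign, cut at about 38% in these data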;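 note: 0% = DMSO wells and 100% = medium only without gametocytes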
* hit, by the source's call; ? = inconclusive; nt = no result given. Compounds were not picked by outcome; about 2.7% have a hit in one of these screens.

SMILES	Mcl1-Noxa inh	HRas wt GTP bind	Rab7 wt GTP bind	Bim-Mcl-1	Rac1 wt modul	Mcl1-Bid inh	Avidin fluor	Cdc42 wt GTP	Rab2 wt GTP	Rac1 mut GTP	Pf gametocyte
COc1ccc(/C=C(\C#N)C(=O)OCC(=O)NCc2ccc(Cl)cc2)cc1	14	105	102	-2	112	11	17	106	104	99	nt
CN(C)/C=C(/C(=O)c1ccccc1)n1cncn1	16	97	96	-2	99	-16	8	97	95	95	-21
O=C(Nc1ccccc1)N(C1=NCCCCS1)c1cccc2ccccc12	25	98	96	-3	96	-84	16	100	97	97	nt
CNc1nnc(-c2cccc(N(C)C)c2)s1	3	97	98	0	101	-24	33	95	98	97	11
CCc1ccc(Nc2ncccc2C#N)cc1	-4	105	98	-2	106	-37	21	101	106	104	nt
CC(C)CCNC(=O)C12CN(Cc3ccccc3)CC1C(c1ccc([N+](=O)[O-])cc1)=NO2 (centres undefined)	25	93	93	1	93	23	10	96	93	92	-5
O=C(/C=C/c1ccco1)NC(=S)Nc1cccc(-c2nc3ccccc3o2)c1	nt	93	91	0	91	65*	11	96	89	89	-12
COc1cccc(/C=N/n2cnnc2)c1OCc1ccccc1	-6	?	?	1	?	-3	12	?	?	?	nt
Cc1ccc(S(=O)(=O)N2c3ccccc3OCC2C(C)(C)C)cc1 (centres undefined)	5	104	106	-1	108	-8	10	103	103	100	19
CC(C)(C)c1ccc(NC(=O)COC(=O)c2ccc(NS(=O)(=O)c3ccc(F)c(F)c3)cc2)cc1	-9	96	96	-4	97	2	14	92	96	97	nt
Cc1ccccc1NC(=O)C1CC(=O)OC12CCOC(C)(C)C2 (centres undefined)	-1	101	104	-5	97	-26	15	101	102	98	-16
Cc1cccc(C)c1NC(=O)N1CCC(n2c(=O)[nH]c3ccccc32)CC1	-8	102	103	-1	101	-1	7	103	102	98	nt
Cc1oc(C(C)(C)C)cc1C(=O)NC(Cc1ccccc1)C(=O)O (centres undefined)	3	93	97	-3	90	-14	13	91	94	92	nt
Cn1cc([N+](=O)[O-])c(C(=O)NCC(=O)O)n1	2	101	105	1	101	-17	13	100	100	99	2
Cc1ccccc1NC(NC(=O)OCCn1c([N+](=O)[O-])cnc1C)C(Cl)(Cl)Cl (centres undefined)	6	103	104	-4	107	-21	9	103	104	102	-4
Nc1nc(-c2c[nH]c3ccccc23)cs1	12	100	103	-2	101	20	36	101	98	99	nt
COc1cc(NC(=O)c2ccco2)c(OC)cc1NC(=O)CSc1ncc(-c2ccc(F)cc2)[nH]1	-1	96	96	1	99	-40	2	98	97	97	nt
CCOC(=O)c1sc(SC)c(C(C)=O)c1C	-9	96	94	1	100	-43	11	95	95	96	-5
Cc1nc(NC(C)c2ccccc2)sc1C(=O)Nc1ccccc1 (centres undefined)	15	95	97	1	100	0	6	100	92	92	8
Cc1noc(C)c1COc1ccc(CC(=O)NCCc2ccccc2)cc1	4	93	96	-3	94	2	7	96	92	94	-10
O=C(NNC1=NCCC1)c1cccc(S(=O)(=O)N2CCCCC2)c1	15	99	100	-4	102	-10	8	101	100	99	5
O=C(O)C1CCCCC1C(=O)NCc1ccc(F)cc1 (centres undefined)	5	101	103	-1	100	-14	13	101	100	96	0
O=C(C1=C[C@H](C2CCCCC2)C[C@H](OCc2ccc(CO)cc2)O1)N1CCOCC1	-2	96	97	0	100	2	6	97	95	96	nt
C=CCOc1ccc(C2CC(C)=NN2c2ccccc2)cc1 (centres undefined)	9	103	102	-2	102	-18	2	101	99	103	-6
CC(=O)NCCn1c(SCC(=O)NC2CCCCC2)nc2ccccc2c1=O	4	98	99	0	104	-12	10	96	100	97	2
The list continues:
SMILES	Mcl1-Noxa inh	HRas wt GTP bind	Rab7 wt GTP bind	Bim-Mcl-1	Rac1 wt modul	Mcl1-Bid inh	Avidin fluor	Cdc42 wt GTP	Rab2 wt GTP	Rac1 mut GTP	Pf gametocyte
COc1cccc(NC(=O)CN(C)CC(=O)Nc2ccccc2-c2ccccc2)c1	24	96	96	0	97	10	26	96	95	97	nt
O=C(CCN1CCOCC1)Nc1ccc2c(c1)N(C(=O)CN1CCOCC1)c1ccccc1CC2	35	97	99	-1	99	17	4	99	98	97	11
CC1(C)CC(=O)C(C=NCC2CCN(C(=S)Nc3cccc(Cl)c3)CC2)=C(O)C1	6	99	104	2	102	-47	5	99	99	98	13
CCOC(=O)C(O)(CC(=O)Nc1ccc(Cl)cc1Cl)C(F)(F)F (centres undefined)	-32	101	100	-5	102	-6	nt	100	100	97	nt
CCCCOC(=O)c1ccc(NC(=O)c2nn(C)cc2Br)cc1	-7	97	100	0	102	3	3	97	97	98	nt
CC(C)C(=O)Nc1ccc(C(=O)NNC(=O)c2ccco2)cc1	13	102	102	-5	103	-6	11	98	102	100	nt
Cc1nn(-c2ccccc2)cc1/C=N/NS(=O)(=O)c1ccccc1	12	99	101	-2	103	-69	3	102	100	103	nt
COc1ccccc1C1/C(=C(/O)c2ccc(C)cc2)C(=O)C(=O)N1CCN1CCOCC1 (centres undefined)	-11	97	94	-3	98	-38	14	98	99	99	nt
CC1Cc2ccccc2N1C(=S)NC(=O)c1ccco1 (centres undefined)	6	?	?	-2	?	-31	11	?	?	?	5
O=C(Cn1nnc2ccccc2c1=O)NCc1ccco1	26	101	102	0	103	-24	23	104	102	98	15
Cc1cn2c(N)c(C=C3C=C(Cl)C(=O)C(Cl)=C3)c(=O)nc2s1	12	89	93	0	90	-18	179*	92	88	89	4
CC(=O)c1cccc(NC(=O)C(CC(C)C)NC(=O)C2CCCCC2)c1 (centres undefined)	9	98	95	-1	100	-6	10	97	99	92	-16
COc1ccc(C(=O)Nc2sc(C(=O)N(C)C)c(C)c2C#N)cc1[N+](=O)[O-]	15	98	101	-4	100	-8	6	95	100	97	-1
C=CCOC(=O)C1=C[C@H](c2ccc(C(F)(F)F)cc2)[C@@H](CCCO)[C@H](OCC)O1	-21	94	92	0	97	-2	5	96	97	95	nt
O=C1CC(c2ccc(F)cc2)Cc2nc(NCc3ccco3)ncc21 (centres undefined)	-6	98	98	1	104	-30	8	98	98	99	nt
O=c1cc([O-])[n+]2c3n1CCCN3CCC2	10	99	97	-5	102	-41	8	95	97	101	-6
O=C1N=c2ccccc2=C1c1sc(NS(=O)(=O)c2ccccc2)nc1O	37	91	92	-8	91	-19	9	93	89	92	7
COC(=O)c1ccc(/C=N/Nc2nc(-c3ccc(C)cc3)cs2)cc1	11	100	104	-9	105	-12	16	101	100	100	nt
CCN(CC)C(=O)C1CC(=O)OC12CCCCC2 (centres undefined)	0	100	99	-3	101	0	nt	101	100	97	nt
O=C(CSc1nc2ccc(Cl)cc2[nH]1)NCCc1ccc(Cl)cc1	9	99	103	-4	99	-14	2	97	98	99	-23
COc1ccc(-n2c(SCC(=O)Nc3ccc4c(c3)OCO4)nc3c(c2=O)SCC3)cc1	-1	99	98	0	104	-28	10	99	98	99	nt
CC1(C)CC(c2nc(-c3ccc(Cl)cc3)cs2)CCS1 (centres undefined)	nt	96	95	-2	92	-7	13	95	95	92	3
NC(=O)C1CCN(C(=O)CCSc2ccc(Cl)cc2)CC1	21	99	103	-3	99	-30	7	97	98	97	16
CC(=O)Oc1ccc2ccccc2c1C(NC(=O)Cc1ccccc1)c1ccccc1Cl (centres undefined)	1	101	98	0	103	-11	4	101	99	98	nt
CC1=C(C(=O)OC(C)C)C(c2cccs2)n2ncnc2N1 (centres undefined)	-3	?	?	-1	?	-18	6	?	?	?	nt
Going on with the list:
SMILES	Mcl1-Noxa inh	HRas wt GTP bind	Rab7 wt GTP bind	Bim-Mcl-1	Rac1 wt modul	Mcl1-Bid inh	Avidin fluor	Cdc42 wt GTP	Rab2 wt GTP	Rac1 mut GTP	Pf gametocyte
CCOC(=O)C(NC(=O)c1ccc(Cl)cc1Cl)(Nc1ccc(C)cc1)C(F)(F)F (centres undefined)	-3	99	94	15	99	-35	11	97	97	97	nt
O=C(Cn1cncn1)NCc1cccc(OC(F)F)c1	0	99	97	-6	103	-4	14	101	99	102	9
S=c1[nH]nc(-c2ccc(Cl)cc2Cl)n1Cc1ccccc1	-1	100	105	1	101	-16	13	100	98	101	15
CCOC(=O)c1c(-c2ccc(OC)cc2)csc1NC(=O)CNCc1ccco1	19	98	94	0	100	-12	8	101	97	98	nt
c1ccc2c(c1)CCN(c1nc3cc4c(cc3s1)OCCO4)C2	4	96	98	-1	97	-14	32	98	98	96	-16
CC1CCN(S(=O)(=O)c2cccc(-c3nnc(-c4cccnc4)o3)c2)CC1	3	94	94	0	90	-3	13	94	92	91	-4
Cn1c(NCc2c[nH]c3ccccc23)nc2ccccc21	nt	?	?	-1	?	-30	11	?	?	?	-2
CCOC(=O)c1ccccc1NC(=O)c1ccc(F)cc1	17	99	95	1	100	-3	6	104	98	98	nt
COC(=O)NNC(=O)COc1ccc2ccccc2c1Br	43	97	94	-6	103	15	8	101	97	98	-5
C/C(=N\Nc1cccc(C(F)(F)F)c1)c1ccc(O)cc1	35	97	96	0	98	-51	8	97	96	96	nt
Nc1ccccc1C(=O)N/N=C1\C2CN3CCN(C2)CC1(c1ccccc1)C3	12	100	102	-6	104	-18	12	104	100	99	nt
Cc1ccc(SCCN2C(=O)NC(C)(C)C2=O)cc1	12	99	101	0	103	-17	26	99	100	99	nt
CCn1c(SCC(=O)N2CCCC2)nc2c1c(=O)n(C)c(=O)n2C	2	100	98	-1	100	1	6	100	99	100	nt
COc1cccc(CNC(C)C(=O)Nc2ccc3c(c2)OCCO3)c1 (centres undefined)	18	95	95	0	95	19	8	97	96	94	-18

From PubChem
